Bcl-B displacement – displacers of TR3 peptide from Bcl-B, primary screen, selectivity assay for Bfl-1 inhibitor project, biochemical, fluorescence polarization; displacement, % at 20 µM, or IC50 in µM where a hit was titrated; actives 0.11% (n = 96,000); AID 748; FP displacement of FITC-TR3 peptide from Bcl-B; higher % means a stronger effect;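 active = displacement above 50% at 20 µM plus a fluorescence interference ratio under 1.5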;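 note: plate controls were wells without compound for no effect and wells lacking Bcl-B protein for full effect; a part of the inactive calls stands beside numbers as strong as those of hits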
NFkB transloc inh – blocks IL-1B driven NFkB nuclear translocation in HUVEC cells; HUVEC IL-1B NFkB p65 nuclear translocation imaging; inhibition, % at 2 µM; actives 0.43% (n = 94,000); AID 796;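 active = inhibition above about 30% together with a positive call from visual inspection of the well image, limit read from the data; inconclusive = inhibition above a set limit but visual check negative; inactive = inhibition not above a set limit, visual check negative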;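 note: nuclear over cytoplasmic p65 intensity ratio measured by imaging; 0% = IL-1B stimulated DMSO wells and 100% = unstimulated DMSO wells; values of inactives mirror those of a sister screen read the other way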
IL1B NFkB pot – enhances IL-1B driven NFkB nuclear translocation. HUVEC IL-1B NFkB p65 nuclear translocation imaging. activation, % at 2 µM. actives 0.3% (n = 94,000). AID 819;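 active = activation above 40%, about the mean plus 3 SD, also judged a hit on visual image review; inconclusive = activation above 40% but not a hit on visual review; inactive = activation not above 40% and no visual hit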;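 note: percent activation is computed from the nuclear over cytoplasmic p65 intensity ratio; values of inactives mirror those of a sister screen read the other way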
PLAP inhibition – inhibition of human placental alkaline phosphatase – biochemical, luminescence, HTS (AID 690). inhibition, % at 20 µM, or IC50 in µM where a hit was titrated. purified PLAP, luminescent substrate; higher % means a stronger effect. actives 0.08% (n = 96,000); in the data active = a potency from the dose series; inactive = the rest, 99 in 100 with inhibition below about 30%; note: strong numbers were not always called active
MRP reversal – reverses drug resistance mediated by MRP. H69AR cells + 2 uM doxorubicin, CellTiter-Glo, 72 h. differential viability (reversal), % at 10 µM. actives 0.04% (n = 85,000);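 active = viability drop by adding the cancer drug above about 55%, with treated viability meeting a 40% cutoff, limit read from the data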;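 note: viability without doxorubicin minus viability with 2 µM doxorubicin for each compound; larger differential means the compound sensitizes cells more to doxorubicin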
MRP reversal cytotoxicity – further read-out of MRP reversal, marked with its call; viability, %; H69AR cells, CellTiter-Glo, 72 h; measured here: cytotoxicity without doxorubicin
MRP reversal with doxorubicin – recorded beside MRP reversal, whose call it bears; viability, %; measured here: viability with 2 uM doxorubicin; hits give low values
NFkB transloc inh cell count 2 µM – second read-out of NFkB transloc inh, no call of its own (marks repeat the call); cell count; measured here: cells passing quality filter;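 raw number of nuclei counted in each imaged well without normalization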
IL1B NFkB pot cell count 2 µM – second read-out of IL1B NFkB pot, no call of its own (marks repeat the call); cell count; measured here: cells passing quality filter
* = called active by the depositor; ? = inconclusive; · = not tested or not shown. Some of the compounds tested; count on the stated rates, not on these rows.

SMILES | Bcl-B displacement | NFkB transloc inh | NFkB transloc inh cell count 2 µM | IL1B NFkB pot | IL1B NFkB pot cell count 2 µM | PLAP inhibition | MRP reversal | MRP reversal cytotoxicity | MRP reversal with doxorubicin
Cn1c(Cc2ccccc2)nnc1SCC(=O)N1CCN(c2ccccc2)CC1 | -5% | -21 | 155 | 21 | 155 | -1% | -3 | 79 | 82
Clc1ccc2nc(CN3CCCc4ccccc43)cn2c1 | · | -1 | 103 | 1 | 103 | -56% | 8 | 87 | 79
COc1cc(OC)c(C2N(C)c3ccccc3N2C)cc1OC | -10% | -24 | 159 | 24 | 159 | -9% | -7 | 89 | 96
Cc1c(C(c2cc3c(cc2Br)OCO3)c2c(C)n(C)n(-c3ccccc3)c2=O)c(=O)n(-c2ccccc2)n1C | -9% | 4 | 167 | -4 | 167 | -46% | · | · | ·
O=C(NC1CC1)c1cc(F)c(F)cc1Cl | -1% | -5 | 166 | 4 | 69 | 4% | 10 | 101 | 91
COc1ccc(C2(C(=O)NCCCN3CCOCC3)CCOCC2)cc1 | 10% | -11 | 102 | 11 | 102 | -1% | 14 | 89 | 76
CC1CSc2nnc(CCc3ccccc3)n21 (configuration not stated) | -3% | 13 | 161 | -13 | 161 | 13% | 3 | 93 | 90
[O-]/[N+](=C/c1cccnc1)c1ccc(Br)cc1 | -10% | · | · | · | · | -11% | · | · | ·
COc1cccc(NC(=O)Cn2cnc3sc(C)c(S(=O)(=O)N4CCN(C)CC4)c3c2=O)c1 | · | -9 | 109 | 9 | 109 | · | 6 | 91 | 85
Cn1c(C(=O)NCC2CCCO2)cc2c(=O)[nH]c3ccccc3c21 (configuration not stated) | · | 16 | 77 | -16 | 77 | · | 1 | 88 | 88
COc1ccccc1N1CCN(C(=O)CSc2nc3ccccc3c(=O)n2CC2CCCO2)CC1 (configuration not stated) | -8% | 10 | 136 | -10 | 136 | -51% | -13 | 45 | 57
CCn1c(SC/C=C/c2ccccc2)nnc1-c1cccs1 | 1% | 0 | 154 | 0 | 154 | -5% | 12 | 98 | 86
CS(=O)(=O)n1nc(-c2ccccc2)nc1N | -2% | 5 | 188 | -5 | 188 | 25% | · | · | ·
Cn1c(COc2ccccc2)nnc1SCc1cc(=O)[nH]c2ccccc12 | 1% | -12 | 110 | 12 | 110 | -29% | · | · | ·
CC(=O)Nc1ccccc1C(=O)N1CCc2ccccc21 | -6% | -7 | 123 | 7 | 123 | -5% | -3 | 94 | 97
CCOC(=O)c1sc(N(C)C(C)=O)nc1C | 7% | -3 | 154 | 3 | 154 | -8% | 12 | 93 | 81
Cc1cccc(NC(=O)c2cnc3n(c2=O)CCS3)c1 | · | 3 | 99 | -3 | 99 | · | 12 | 103 | 91
Cn1c(=O)c2c(nc(NCCCO)n2C/C=C/c2ccccc2)n(C)c1=O | -1% | 6 | 101 | -6 | 101 | -50% | 0 | 84 | 84
O=C(/C=C/Nc1cccc(F)c1)c1ccco1 | 10% | -11 | 65 | 11 | 65 | 16% | 3 | 90 | 87
COC(=O)c1sccc1-n1cccc1C(=O)C(=O)N1CCCC1 | -5% | 5 | 121 | -5 | 121 | 10% | · | · | ·
CCOC(=O)N1CCN(S(=O)(=O)Cc2ccccc2)CC1 | 1% | -4 | 170 | 3 | 170 | -3% | 8 | 96 | 88
CCOc1cc(/C=N/NC(=O)CN2CCOCC2)ccc1OCc1ccc(Cl)cc1 | -1% | 5 | 140 | -5 | 140 | -31% | · | · | ·
O=C(Nc1ccc2oc(-c3ccccc3)nc2c1)c1cccs1 | · | 12 | 111 | -12 | 111 | · | -10 | 39 | 48
CCCS(=O)(=O)N1CCN(Cc2ccccc2C(F)(F)F)CC1 | -8% | -19 | 191 | 19 | 191 | -39% | 10 | 99 | 88
O=C(NC1(C(F)(F)F)NC(=O)N(Cc2ccccc2)C1=O)c1cccnc1 (configuration not stated) | 5% | 11 | 174 | -11 | 174 | -8% | 3 | 96 | 93
COC(=O)c1[nH]c2ccc(Cl)cc2c1NC(=O)CN1CCC(C(N)=O)CC1 | -9% | -4 | 190 | 4 | 190 | -12% | 3 | 71 | 69
O=C(c1ccccc1)c1coc2ccc(O)c(CN3CCOCC3)c12 | -1% | -22 | 134 | 22 | 134 | -48% | 1 | 103 | 101
O=S(=O)(Nc1ccc2c(c1)nc1n2CCN(Cc2ccccc2)C1)c1ccc(F)cc1 | -14% | -1 | 211 | 1 | 211 | -43% | -24 | 53 | 77
CCSc1nnc(NC(=O)c2csc(C)c2)s1 | -5% | 8 | 89 | -8 | 89 | 12% | -26 | 70 | 96
CCC(C)(C)NC(=O)C(c1cccn1C)N(Cc1ccc(OC)cc1)C(=O)Cn1nnc2ccccc21 (configuration not stated) | · | -29 | 147 | 29 | 147 | · | -32 | 45 | 77

Single values from the list:
COC(=O)c1[nH]c2ccc(Cl)cc2c1NC(=O)CN1CCC(C(N)=O)CC1 in MRP reversal: 3
CCCS(=O)(=O)N1CCN(Cc2ccccc2C(F)(F)F)CC1 in PLAP inhibition: -39%
CCC(C)(C)NC(=O)C(c1cccn1C)N(Cc1ccc(OC)cc1)C(=O)Cn1nnc2ccccc21 (configuration not stated) in NFkB transloc inh: -29
CCOc1cc(/C=N/NC(=O)CN2CCOCC2)ccc1OCc1ccc(Cl)cc1 in NFkB transloc inh cell count 2 µM: 140
CCSc1nnc(NC(=O)c2csc(C)c2)s1 in NFkB transloc inh: 8
O=S(=O)(Nc1ccc2c(c1)nc1n2CCN(Cc2ccccc2)C1)c1ccc(F)cc1 in IL1B NFkB pot cell count 2 µM: 211

Further structures.
SMILES | Bcl-B displacement | NFkB transloc inh | NFkB transloc inh cell count 2 µM | IL1B NFkB pot | IL1B NFkB pot cell count 2 µM | PLAP inhibition | MRP reversal | MRP reversal cytotoxicity | MRP reversal with doxorubicin
CC1CCc2c(sc(NC(=O)CSc3ncnc4c3cnn4-c3ccccc3Cl)c2C#N)C1 (configuration not stated) | -5% | 0 | 160 | 1 | 160 | -11% | 6 | 73 | 67
COCCN1C(=O)C(CC(=O)Nc2ccccc2)SC1=Nc1ccc(OC)cc1 (configuration not stated) | -1% | -7 | 50 | 7 | 50 | 4% | 8 | 87 | 79
Cc1cc2c(cc1C)CSC(c1ccccc1OC(=O)C(C)C)SC2 | 0% | · | · | · | · | -25% | · | · | ·
CCn1c2c(c3cc(Br)ccc31)CCC/C2=N\O | -2% | -3 | 87 | 3 | 87 | 6% | 6 | 86 | 80
O=C1CCC(C(=O)OCc2ccccc2)N1 (configuration not stated) | 5% | -23 | 195 | 23 | 195 | 27% | · | · | ·
CSc1ncc(Cl)c(C(=O)Nc2nnc(SC)s2)n1 | -2% | -8 | 128 | 8 | 128 | 4% | 1 | 110 | 109
COc1ccccc1N1CCN(C(=O)C2CC=CCC2C(=O)O)CC1 (configuration not stated) | -2% | -14 | 176 | 14 | 176 | -9% | 0 | 101 | 101
CCCCc1cc(=O)oc2cc(C)cc(OCc3nn[nH]n3)c12 | 4% | -8 | 147 | 8 | 147 | -18% | 10 | 95 | 85
O=C1CC(c2c(F)cccc2Cl)C2=C(COC2=O)N1 (configuration not stated) | -4% | -1 | 126 | 1 | 126 | 7% | · | · | ·
COc1cccc(CNn2cnnc2)c1OCc1ccc(F)cc1 | -11% | 1 | 91 | -1 | 91 | -34% | -6 | 84 | 90
O=C(O)CCCC(=O)Nc1ccc(C(=O)NCc2cccnc2)cc1 | -4% | -3 | 170 | 3 | 170 | 15% | -10 | 102 | 111
Cc1ccc(C(=O)/C=C/c2c[nH]c3ccccc23)cc1 | -34% | -6 | 160 | 6 | 169 | -1% | · | · | ·
S=C(Nc1ccc(Cl)cc1)N1CCN(C2CCCCC2)CC1 | 7% | 0 | 137 | 0 | 137 | -7% | · | · | ·
COC(=O)C(NS(=O)(=O)c1ccc(NC(C)=O)cc1)C(C)C (configuration not stated) | 1% | 0 | 133 | 0 | 133 | -6% | 14 | 103 | 89
Cc1ccccc1NC(=O)CN(C)S(=O)(=O)c1cccc2cccnc12 | 14% | 0 | 114 | 0 | 114 | -29% | 6 | 100 | 94
O=C(Cn1cncn1)NCc1ccccc1Br | -8% | 0 | 161 | 0 | 161 | 9% | · | · | ·
CC(C)C(C(=O)NCc1ccco1)N(C(=O)CNS(=O)(=O)c1ccc(Cl)cc1)C1CCCC1 (configuration not stated) | -5% | -15 | 117 | 15 | 117 | -59% | 0 | 88 | 89
CC(c1ccccc1)n1cc(C(=O)NCCCn2ccnc2)nn1 (configuration not stated) | · | -4 | 151 | 4 | 151 | · | 13 | 90 | 77
COc1cccc(CNCc2ccccn2)c1OC | -4% | -8 | 113 | 8 | 113 | 0% | 0 | 98 | 98
Cc1noc(C)c1CSc1nc2cc(S(=O)(=O)N3CCOCC3)ccc2o1 | -4% | -43 | 128 | ? | · | -55% | · | · | ·

Part of the list above, field by field.
CC(C)C(C(=O)NCc1ccco1)N(C(=O)CNS(=O)(=O)c1ccc(Cl)cc1)C1CCCC1 (configuration not stated)
  Bcl-B displacement: -5%
  NFkB transloc inh: -15
  NFkB transloc inh cell count 2 µM: 117
  IL1B NFkB pot: 15
  IL1B NFkB pot cell count 2 µM: 117
  PLAP inhibition: -59%
  MRP reversal: 0
  MRP reversal cytotoxicity: 88
  MRP reversal with doxorubicin: 89

Cc1ccccc1NC(=O)CN(C)S(=O)(=O)c1cccc2cccnc12
  Bcl-B displacement: 14%
  NFkB transloc inh: 0
  NFkB transloc inh cell count 2 µM: 114
  IL1B NFkB pot: 0
  IL1B NFkB pot cell count 2 µM: 114
  PLAP inhibition: -29%
  MRP reversal: 6
  MRP reversal cytotoxicity: 100
  MRP reversal with doxorubicin: 94

(further entries)
SMILES | Bcl-B displacement | NFkB transloc inh | NFkB transloc inh cell count 2 µM | IL1B NFkB pot | IL1B NFkB pot cell count 2 µM | PLAP inhibition | MRP reversal | MRP reversal cytotoxicity | MRP reversal with doxorubicin
O=C(CN(c1ccccc1)S(=O)(=O)c1ccccc1)NCCSc1nc2ccccc2s1 | 5% | · | · | · | · | 11% | · | · | ·
COC(=O)c1ccc(-n2nnnc2SCC(=O)Nc2ccccc2C(=O)OC)cc1 | 5% | -2 | 147 | 2 | 147 | -30% | · | · | ·
CCCCOC(=O)n1c(SCC(=O)N(CC)CC)nc2ccccc21 | -2% | -24 | 129 | 24 | 129 | -12% | -1 | 86 | 87
CC1=C(C(=O)Nc2ccccc2)C(c2ccc(C)o2)n2c(s/c(=C\c3ccco3)c2=O)=N1 (configuration not stated) | -11% | 12 | 125 | -12 | 125 | -31% | -1 | 3 | 4
COc1cc(NC(=O)CSc2nnc(-c3ccncc3)n2C2CCCCC2)ccc1NC(=O)c1ccco1 | -123% | -18 | 144 | 18 | 144 | -58% | · | · | ·
CC1(C)Cc2c(sc3c2C(=O)N(c2ccccc2)C2=NCCCN23)CO1 | -28% | -12 | 142 | 12 | 142 | -31% | -11 | 102 | 113
O=C(Nc1ccc(Cl)cc1C(=O)Nc1ccccn1)c1ccco1 | -12% | -1 | 164 | 1 | 164 | 16% | -20 | 46 | 66
Cc1ccc(P(=O)(OCCN2CCOCC2)C(C)(C)C)o1 (configuration not stated) | 1% | 9 | 114 | -9 | 114 | -8% | -2 | 83 | 85
COc1ccc(C)cc1NC(=O)CN1CCN(S(=O)(=O)c2ccc(Br)cc2)CC1 | -11% | -37 | 130 | 37 | 130 | -4% | · | · | ·
COc1ccc(C(=O)/C=C/c2ccc(OC)c(COc3ccc(F)cc3)c2)cc1 | -7% | 12 | 188 | -12 | 188 | 8% | · | · | ·
O=C(NCc1ccccn1)c1cc2cc(Br)ccc2oc1=O | -8% | 0 | 114 | 1 | 114 | 10% | 9 | 100 | 92
